Assay outcomes from PubChem BioAssay.
Glioma ERSR ind: induces the endoplasmic reticulum stress response in human glioma cells. U87-MG GRP78 promoter luciferase reporter, 16 h. Potency, µM, without a hit: top-dose activation, usual class: activators. actives 0.02% (n = 420,000). AID 602332; note: potency is the fitted concentration of half-maximal effect; series mostly up to about 76 µM; % of control where 0% means no effect; nearly all actives have a fitted effect of over 35% in size
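Stably transfected U87-MG human glioma cells carrying a GRP78-based luminescent sensor were seeded at 1000 cells/well, pin-dosed with compounds and incubated 16 h. Luciferase reagent was then added, and end-point luminescence was read after 10 min at room temperature.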
D1 agonist: human D1 receptor agonism; P21728; HEK293 T-REx D1 cells, calcium flux, agonist mode; activation, % at 2 µM; actives 1% (n = 360,000); AID 504660; in the data active = activation above about 30%; note: 0% is about no effect
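Inducible HEK293 T-REx D1 cells, force-coupled to calcium signalling, were plated at 4000 cells/well with tetracycline and held overnight at 30 C. After no-wash calcium dye loading, compound-evoked calcium rise over 180 s flagged agonists.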
D2 potentiator: D2 dopamine receptor (human) potentiation | P14416 | HEK293 T-REx D2, calcium flux, EC20 dopamine potentiation | potentiation, % at 10 µM | actives 0.34% (n = 340,000) | AID 485347;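 active = potentiation over 3 SD above the plate norm, cut at about 30% in these data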; note: 0% is about no effect
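Calcium flux readout, no-wash dye, 1 read/s. Inducible HEK293 Trex D2 line, overnight 30 C. Compound alone 180 s (agonist flags), then EC20 dopamine, another 180 s to score potentiation.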
RXFP1 agonist: agonists of human relaxin receptor RXFP1 | actives 0.3% (n = 370,000) | Q9HBX9 | Potency, µM (doses to about 57.5 µM), for the others: at the top dose activation, hits mostly activators | HEK293T-RXFP1 cAMP TR-FRET, 30 min; response scale: percent of porcine relaxin response, buffer zero; note: potency is the fitted concentration of half-maximal effect; % is set by controls: 0 for no effect and ±100 for the full control effect; nearly all actives have a fitted effect of over 60% in size; many of its hits are not listed in these tables
Target sequence (Q9HBX9 whole entry, looked up): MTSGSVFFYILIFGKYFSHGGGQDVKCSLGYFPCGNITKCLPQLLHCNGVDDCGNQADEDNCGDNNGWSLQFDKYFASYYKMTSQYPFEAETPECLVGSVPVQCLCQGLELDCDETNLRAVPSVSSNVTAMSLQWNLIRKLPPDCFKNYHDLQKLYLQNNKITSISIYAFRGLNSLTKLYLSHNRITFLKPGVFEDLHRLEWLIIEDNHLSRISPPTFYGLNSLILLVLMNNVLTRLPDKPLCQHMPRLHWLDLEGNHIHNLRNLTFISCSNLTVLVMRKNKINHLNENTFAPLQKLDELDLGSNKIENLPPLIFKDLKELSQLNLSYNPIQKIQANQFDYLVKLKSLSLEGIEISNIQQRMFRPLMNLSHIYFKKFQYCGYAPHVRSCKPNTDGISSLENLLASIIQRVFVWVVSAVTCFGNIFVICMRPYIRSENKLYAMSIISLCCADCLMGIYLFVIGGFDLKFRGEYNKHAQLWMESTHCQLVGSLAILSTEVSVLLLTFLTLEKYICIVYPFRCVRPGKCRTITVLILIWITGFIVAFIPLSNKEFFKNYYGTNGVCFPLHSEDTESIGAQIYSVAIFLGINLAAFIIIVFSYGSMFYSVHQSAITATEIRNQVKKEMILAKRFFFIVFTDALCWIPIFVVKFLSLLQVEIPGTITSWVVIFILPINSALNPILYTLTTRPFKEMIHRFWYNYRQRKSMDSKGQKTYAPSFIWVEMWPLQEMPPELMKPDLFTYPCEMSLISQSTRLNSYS
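cAMP rise read by TR-FRET after 30 min, 37C compound exposure (up to 58 uM) in RXFP1-transfected HEK293 cells with Ro 20174 present. EC50 from Hill-equation fits, with 29 nM porcine relaxin as 100% and buffer as basal.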
D1 antagonist: blocks dopamine activation of the human D1 receptor; P21728; activity change, negative = inhibition, % at 10 µM; HEK293 TREx D1 cells, calcium flux, dopamine EC80; hits give low values; actives 3.2% (n = 360,000); in the data active = activity change below about -30%; note: % is set by controls: 0 for no effect and ±100 for the full control effect
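Compound effects on dopamine-evoked calcium signalling were measured in tetracycline-induced HEK293 Trex D1 cells. Dopamine at EC80 followed a 180 s compound pre-read, and fluorescence was tracked kinetically for 180 s more.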
RXFP1 antagonist: blocks the human relaxin receptor RXFP1; Q9HBX9; AID 1259400; HEK293-RXFP1, relaxin-stimulated cAMP HTRF, 30 min; hits give low values; actives 0.59% (n = 350,000); activity change, negative = inhibition, % at 57.5 µM;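 active = activity change of -60% or lower, but not beyond a set lower limit; inconclusive = change between -60% and -40%, or beyond the set limit; inactive = change above -40%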; note: % is set by controls: 0 for no effect and ±100 for the full control effect
Vif-APOBEC3F blk: blocks the Vif interaction with APOBEC3F. HeLa A3F-eYFP + Vif (tagged APOBEC3F with the HIV-1 protein that degrades it), YFP fluorescence increase. Potency, µM (titrated, usually from 46.1 µM), without a hit: top-dose activity, negative = active. actives 0.2% (n = 390,000). AID 602313; note: potency is the fitted concentration of half-maximal effect; % of control where 0% means no effect; nearly all actives have a fitted effect of over 65% in size
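HeLa cells stably expressing Vif plus C-terminally eYFP-tagged A3F were seeded, incubated overnight at 37 deg C, dosed with compound, incubated overnight again at 37 deg C. Yellow fluorescence (Ex 488/Em 500-530) reported blocked Vif-mediated A3F-eYFP degradation.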
D1 PAM: human D1 dopamine receptor positive modulation. P21728. HEK293 TREx D1 cells, calcium flux, dopamine EC20 potentiation. potentiation, % at 10 µM. actives 0.036% (n = 360,000). AID 504651; in the data active = potentiation above about 30%; note: 0% is about no effect
Vif-APOBEC3G blk: Vif-A3G binding inhibition; Q9HC16; Potency, µM (series often up to 46.1 µM), for the others: at the top dose activity, negative = active, hits mostly inhibitors; actives 0.076% (n = 410,000); HeLa A3G-eYFP + Vif (tagged APOBEC3G with the HIV-1 protein that degrades it), YFP fluorescence, overnight; AID 602310;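 note: potency is the fitted concentration of half-maximal effect; % is set by controls: 0 for no effect and ±100 for the full control effect; nearly all actives have a fitted effect of over 60% in size; hits raise eYFP signal because A3G escapes Vif-driven loss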
Target sequence (Q9HC16 whole entry, looked up): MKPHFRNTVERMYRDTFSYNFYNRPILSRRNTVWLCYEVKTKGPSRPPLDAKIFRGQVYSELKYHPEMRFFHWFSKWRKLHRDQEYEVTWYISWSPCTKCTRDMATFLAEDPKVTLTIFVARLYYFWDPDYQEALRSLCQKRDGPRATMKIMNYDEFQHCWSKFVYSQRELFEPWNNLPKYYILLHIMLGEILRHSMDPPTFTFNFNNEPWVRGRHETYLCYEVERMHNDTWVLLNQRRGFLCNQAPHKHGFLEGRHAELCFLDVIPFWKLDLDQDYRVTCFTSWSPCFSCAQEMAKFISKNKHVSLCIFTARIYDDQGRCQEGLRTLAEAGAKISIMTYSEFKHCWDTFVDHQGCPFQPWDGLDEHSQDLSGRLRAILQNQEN
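HeLa cells stably expressing Vif and C-terminally eYFP-tagged A3G, seeded overnight at 37 deg C, then exposed to compound by pintool overnight at 37 deg C. Rise in yellow fluorescence (Ex 488/Em 500-530, Acumen) marks blocked Vif-driven A3G degradation.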
Starred values were filed as active, the others as inactive; ? = inconclusive; / = not tested or not shown; & = joins results of further samples. Unless noted, calls come from the whole dose curve; as a rule, active = well fitted curve in the direction sought with a large enough effect; inconclusive = small, poorly fitted or top-dose-only effect, or another doubt; inactive = no such curve, though single readings can be large; an effect the other way counts as inactive or inconclusive.

SMILES	Glioma ERSR ind	D1 agonist	D2 potentiator	RXFP1 agonist	D1 antagonist	RXFP1 antagonist	Vif-APOBEC3F blk	D1 PAM	Vif-APOBEC3G blk
CCCc1c(C(=O)N/N=C/C(C)=C/c2ccco2)nnn1-c1nonc1N	-1.5%	1.2	0.6	-1.3%	14.1	-7.8	-10.1%	-2.4	-5.5%
COc1ccc(NC(=O)CCC(=O)c2ccc(C(C)C)cc2)cc1	-3.4%	2.2	-2.3	-0.7%	-13.5	4.6	4.4%	-4.9	7.3%
CCCN=C(C)c1c(-c2ccccc2)[nH]n(-c2nc3ccccc3s2)c1=O	-6.5%	-1.9	12.9	-2.7%	5.5	-3.0	0.7%	10.6	-4.3%
O=C(NCCC1=CCCCC1)c1ccc(-n2cncn2)cc1	-3.2%	0.7	/	-0.1%	-4.6	0.7	0.6%	-1.9	-13.0%
CC(C)C[C@@H](CO)N1CCN(C)CCC1=O	-1.1%&-2.2%	2.5	6.0	-1.5%	-9.3	/	0.4%	-1.9	2.6%&1.5%
O=C(O)C(=O)/C(=C\c1cccc(Cl)c1)c1ccc2ccccc2n1	7.5%	15.6	4.4	3.7%	-16.4	-20.8	-20.5%	3.0	-6.8%
COC(=O)CCC(=O)c1ccc(OC)c(Cl)c1	/	3.1	-1.9	-1.3%	-34.4*	/	/	-6.3	/
Fc1ccc(-c2ccc(NCCN3CCOCC3)nn2)cc1	2.5%	0.6	0.1	2.8%	3.5	8.4	5.3%	-2.5	1.3%
CSc1ccc(CN(C)Cc2nc3ccccc3c(=O)[nH]2)cc1	-5.2%	8.7	-3.0	-1.5%	-0.8	-0.9	1.2%	-1.1	3.7%
CCn1c(COc2ccc(OC)cc2)nc2ccccc21	-0.7%	3.6	-7.7	0.8%	-16.9	-9.8	/	-6.5	-3.0%
O=C1Cn2c(nc3ccccc32)N1c1cccc(C(F)(F)F)c1	0.1%	5.3	-6.5	-0.4%	-1.0	-17.3	-7.2%	-3.6	-1.0%
CCOc1ccccc1NC(=O)Nc1c(C)n(-c2ccccc2)c(=O)n1C	-7.4%	2.8	6.7	-1.3%	6.9	-1.9	-3.7%	0.7	3.4%
COc1ccccc1C(=O)NCC(=O)NC(C)CCc1ccccc1 (centres undefined)	-4.6%	2.7	12.7	6.6%	6.9	-7.1	5.9%	14.5	-1.4%
C#CCOCCOCCOCCNc1nc(N2CCOCC2)nc(N2CCN(C(=O)[C@H](CCCCN)n3cc([C@@H](N)CC(C)C)nn3)CC2)n1	-3.6%	-3.3	-8.1	1.6%	9.2	/	-2.6%	-2.6	0.4%
COc1ccc(CC(=O)NCC(=O)N/N=C/c2cc(Br)ccc2OC)cc1	-1.2%	-0.7	-10.2	1.2%	6.7	3.8	-6.6%	-2.9	1.0%
CCCN(CCC)CCCn1c(=O)[nH]c2ccccc21	-0.6%	1.3	-4.0	1.8%	-8.3	6.7	1.7%	-8.7	-5.4%
CCOc1ccc2[nH]c3c(=O)n(CCC4=CCCCC4)cnc3c2c1	-1.0%	4.0	-2.8	2.5%	-8.6	-18.0	-5.1%	-0.9	-0.7%
CCOc1ccccc1NC(=O)c1c(NC(=O)C(C)Oc2cccc(Cl)c2)sc2c1CCCCC2 (centres undefined)	-2.1%	-1.4	1.6	-0.3%	-2.7	4.2	4.6%	-0.2	3.0%
CCOC(=O)/C(=C/c1ccccc1)NC(=O)c1ccco1	-3.9%	0.1	-3.4	2.3%	2.2	11.6	-10.3%	-9.8	2.4%
O=C(c1ccc(F)cc1)N1CCC(c2ccccc2)C1 (centres undefined)	2.6%	2.2	-8.7	0.5%	-2.9	-7.2	-6.3%	-5.3	1.0%
CCOc1ccccc1NC(=O)CSc1n[nH]c(N)n1	-1.2%	1.4	-7.0	-0.6%	-24.1	4.7	-1.7%	-9.7	-9.1%
Cc1ccc2nc(-c3ccc(NS(=O)(=O)c4ccc(F)cc4)cc3)sc2c1	5.7%	1.0	-0.9	5.2%	-2.5	-22.4	-20.9%	5.9	-7.4%
CN(C)N=Nc1nc2c(c(=O)n(C)c(=O)n2C)n1C	-3.6%	2.7	3.9	29.1%	5.1	9.5	4.0%	-2.4	1.9%
COc1ccc(NS(=O)(=O)c2cc(NC(=O)C3=NN(c4ccccc4)C(=O)CC3)ccc2OC)cc1	-1.2%	/	/	/	/	1.2	3.5%	/	-1.8%
CCOC(=O)C1CCN(C(=O)c2c(-c3c(F)cccc3Cl)noc2C)CC1	-4.3%	1.6	9.4	0.4%	7.9	-11.2	1.4%	4.2	0.9%
COc1ccc(N2CCN(c3oc(-c4ccc(COc5cccc(C)c5)o4)nc3C#N)CC2)cc1	-3.3%	4.2	-0.2	0.2%	4.6	-1.0	-3.1%	0.0	2.6%
CCOC(=O)c1cccc(NC(=O)CCc2c(C)nn(-c3ccc(N4CCOCC4)nn3)c2C)c1	0.9%	-0.5	-5.7	4.1%	10.5	/	10.4%	-1.9	-2.8%
CCOC(=O)c1cnc2ccc(C)cc2c1Nc1ccc(OCc2ccccc2Cl)cc1	-2.3%	6.1	-6.1	0.5%	-25.2	-3.3	2.2%	-1.4	-2.9%
O=C(COC(=O)c1cc[n+]([O-])cc1)Nc1cccc(Br)c1	1.8%	5.6	8.1	0.2%	5.2	-19.4	6.7%	-7.2	-7.4%
Cc1ccc(C(=O)NCc2cccnc2)cc1S(=O)(=O)N1CCCCCC1	-1.6%	5.5	-5.9	0.1%	0.6	3.2	-4.6%	-8.9	-0.1%
COc1cccc(NC(=O)Nc2nnc(-c3ccccc3SCc3ccccc3)s2)c1	1.1%	-0.2	-3.4	-0.7%	/	2.9	-12.3%	-2.5	-23.4%
COc1ccc(CN2CCCN(CC(=O)Nc3ccc(Br)cc3F)S2(=O)=O)cc1	1.2%	-0.8	-0.1	0.1%	10.6	-7.2	2.5%	-1.0	3.9%
Cc1ccc(C)n1Cc1ccc(C(=O)O)cc1	-3.8%	4.7	-0.7	4.8%	17.1	23.9	-0.8%	10.4	-0.1%
O=C1CN(C(=S)NC(=O)c2ccc(-c3ccccc3)cc2)CCN1	1.2%	-2.2	4.1	1.2%	/	-6.1	14.6%	-5.9	2.4%
O=C(NCc1ccccc1Cl)c1cccc(C(F)(F)F)c1	1.7%	5.0	-5.2	0.9%	-15.5	-7.9	-4.3%	-4.3	-1.5%
CN1CCN(c2ccccc2NC(=O)c2cc(Br)ccc2Cl)CC1	4.3%	2.9	-3.3	2.3%	6.5	-0.9	8.6%	-4.1	-6.8%
CCc1sc(C(=O)NC(C)C2CCCO2)cc1Br (centres undefined)	6.5%	-0.6	-6.5	3.3%	-0.1	-3.5	-5.6%	16.9	0.0%
O=C(c1ccc(COc2ccccc2Cl)o1)N1N=C(C(F)F)CC1(O)C(F)F (centres undefined)	-5.3%	7.1	-10.5	-0.4%	-10.2	4.2	-13.3%	-4.8	-7.8%
Cc1nc2ccc(S(=O)(=O)N(C)CC(=O)NCCc3ccccc3)cc2s1	0.8%	2.0	20.0	-0.9%	-0.1	15.6	-16.9%	-6.7	-1.8%
O=C(N/N=C\c1ccc(Sc2ccccn2)o1)c1cccc(Br)c1	-1.7%	11.7	7.0	-0.3%	-0.5	5.1	7.2%	-7.8	-8.0%

Entries of single compounds, quoted from the list. Order of values: Glioma ERSR ind	D1 agonist	D2 potentiator	RXFP1 agonist	D1 antagonist	RXFP1 antagonist	Vif-APOBEC3F blk	D1 PAM	Vif-APOBEC3G blk
Profile of Cc1ccc(C)n1Cc1ccc(C(=O)O)cc1 = -3.8%	4.7	-0.7	4.8%	17.1	23.9	-0.8%	10.4	-0.1%
Profile of CCOC(=O)c1cnc2ccc(C)cc2c1Nc1ccc(OCc2ccccc2Cl)cc1 = -2.3%	6.1	-6.1	0.5%	-25.2	-3.3	2.2%	-1.4	-2.9%

Remaining list, next part:
SMILES	Glioma ERSR ind	D1 agonist	D2 potentiator	RXFP1 agonist	D1 antagonist	RXFP1 antagonist	Vif-APOBEC3F blk	D1 PAM	Vif-APOBEC3G blk
Cc1ccc(NC(=O)C2CCCN(c3ncnc4onc(C)c34)C2)c(Cl)c1 (centres undefined)	-1.5%	14.5	-4.8	-0.1%	-53.9*	-1.1	1.8%	-7.5	5.5%
Cc1ccc(NC(=O)NC2(C(=O)NCc3ccccc3)CCCCC2)cc1	-2.1%	1.1	-0.7	1.6%	-8.7	5.2	-12.7%	-6.4	0.4%
COC(=O)COc1ccc2oc(=O)cc(-c3cc4ccccc4o3)c2c1	0.5%	2.2	-6.5	1.0%	-28.5	-19.0	-24.7%	-5.0	2.6%
CCN(C(=O)CCC(=O)N(CC)c1ccccc1)c1ccccc1	-4.5%	2.2	-0.4	1.9%	-7.7	-16.8	8.4%	-0.3	-0.4%
CC1CN(Cc2cc(=O)[nH]c(C3CC3)n2)CC(C)O1 (centres undefined)	-3.7%	3.1	3.2	-0.5%	-13.0	-16.7	-2.3%	-8.4	0.4%
Cc1onc(-c2ccccc2Cl)c1C(=O)NCCN1Cc2ccccc2C1=O	-2.1%	0.0	9.2	-0.8%	5.4	13.5	-5.0%	-2.0	0.0%
CC(C)(C)C1CCc2c(sc(NC(=O)c3cccs3)c2C(=O)N2CCCCC2)C1 (centres undefined)	-7.8%	0.1	-5.4	1.1%	1.4	-20.4	10.5%	-2.0	-2.9%
O=C(CCSc1nnc(-c2ccco2)o1)Nc1ccc(F)cc1	-0.7%	6.8	3.3	-2.1%	0.6	-4.3	0.2%	-1.3	5.7%
Cc1nnc(SCC(=O)Nc2ccc(N3CCN(S(C)(=O)=O)CC3)cc2)o1	-2.9%	1.8	15.3	1.0%	1.0	-31.5	-2.5%	-5.8	3.9%
Cc1nc2nc(C)c(NS(=O)(=O)c3ccc(CC(C)C)cc3)c(=O)n2[nH]1	-0.9%&-3.0%	-0.2&0.8	26.7&2.4	-1.5%&2.0%	-28.3&-5.1	-3.3&-15.8	?	3.6&-0.9	-2.1%&-2.4%
COc1ccc(C2c3c(oc4ccccc4c3=O)C(=O)N2CC2CCCO2)cc1 (centres undefined)	-0.9%	1.9	11.9	1.6%	-21.9	-1.9	-1.3%	1.1	-6.7%
CC1=C(C(=O)Nc2ccccc2C)C(c2ccc(C)o2)C2=C(CCCC2=O)N1 (centres undefined)	-0.6%	2.6	-1.7	0.7%	-4.2	-18.5	-2.1%	2.4	1.7%

These rows are one share of the data; the hit share may differ from the screen's.
